APEX1 inh = blocks human APE1 abasic DNA cleavage; P27695; recombinant APE1, TAMRA/BHQ-2 abasic DNA cleavage fluorescence; Potency, µM (highest dose often 65.8 µM), for inactives: top-dose activity change, negative = inhibition, usual class: inhibitors; 0.35% of 350,000 active;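 note: potency is the fitted concentration of half-maximal effect; plate controls were vehicle for no effect and reference inhibitor for full effect; nearly all actives have a fitted effect of over 55% in size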
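APE1 at 0.75 nM final was preincubated with compound 15 min at room temperature, then 50 nM double-stranded THF abasic-site substrate (5'-TAMRA/3'-BHQ-2) was added. Fluorescence (ex 525/em 598 nm) was read kinetically; third-minus-first read gave activity.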
BLM helicase inh = inhibitors of human Bloom syndrome helicase BLM; P54132; recombinant BLM DNA unwinding, fluorescence dequenching; Potency, µM (titrated, usually from 56.1 µM), inactives show top-dose activity change, negative = inhibition, most hits filed as inhibitors; 0.2% of 350,000 active;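 note: potency is the fitted concentration of half-maximal effect; plate controls were vehicle for no effect and no enzyme for full effect; nearly all actives have a fitted effect of over 35% in size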
POLH inh = inhibitors of human DNA polymerase eta. recombinant Pol eta, fluorescent DNA replication assay. Potency, µM (highest dose often 114 µM), inactives show at the highest dose activity change, negative = inhibition, most hits filed as inhibitors. 1.2% of 390,000 active; note: potency is the fitted concentration of half-maximal effect; % is set by controls: 0 for no effect and ±100 for the full control effect
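Pol eta at 10 nM preincubated with compounds 15 min at room temperature; reaction started with fluorescent substrate (50 nM final) and read kinetically at 0 and 10 min.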
Pol kappa inh = blocks human DNA polymerase kappa activity; AID 588579; purified Pol kappa, fluorescent DNA synthesis assay, 10 min; Q9UBT6; Potency, µM (titrated, usually from 107 µM), for inactives: at the top dose activity, negative = inhibition, hits mostly inhibitors; 0.53% of 400,000 active; note: potency is the fitted concentration of half-maximal effect; % is set by controls: 0 for no effect and ±100 for the full control effect
Target sequence (Q9UBT6 whole entry, looked up): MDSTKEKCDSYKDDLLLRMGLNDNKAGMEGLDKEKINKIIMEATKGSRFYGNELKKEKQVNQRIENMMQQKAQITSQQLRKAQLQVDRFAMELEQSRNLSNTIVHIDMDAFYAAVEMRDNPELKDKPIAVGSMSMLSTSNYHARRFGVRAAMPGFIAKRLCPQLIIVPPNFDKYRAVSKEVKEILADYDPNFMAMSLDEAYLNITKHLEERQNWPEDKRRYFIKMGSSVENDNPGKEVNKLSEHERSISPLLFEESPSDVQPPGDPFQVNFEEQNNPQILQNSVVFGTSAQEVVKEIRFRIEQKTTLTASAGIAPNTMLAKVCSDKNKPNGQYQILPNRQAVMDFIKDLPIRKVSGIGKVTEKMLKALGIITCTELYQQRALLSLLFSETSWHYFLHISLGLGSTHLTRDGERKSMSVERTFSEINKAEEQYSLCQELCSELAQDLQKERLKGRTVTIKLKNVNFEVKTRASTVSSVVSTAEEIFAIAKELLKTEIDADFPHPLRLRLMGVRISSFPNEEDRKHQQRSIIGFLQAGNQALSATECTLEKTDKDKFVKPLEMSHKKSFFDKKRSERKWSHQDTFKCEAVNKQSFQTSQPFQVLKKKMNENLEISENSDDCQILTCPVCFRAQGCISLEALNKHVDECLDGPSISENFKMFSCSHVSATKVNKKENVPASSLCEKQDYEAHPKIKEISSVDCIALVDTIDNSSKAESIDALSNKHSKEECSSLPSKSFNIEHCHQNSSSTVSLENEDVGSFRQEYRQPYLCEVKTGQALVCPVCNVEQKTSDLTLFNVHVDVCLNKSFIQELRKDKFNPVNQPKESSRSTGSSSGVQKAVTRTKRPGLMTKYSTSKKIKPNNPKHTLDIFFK
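Kinetic fluorescence readout at 0 and 10 min followed reaction start with substrate at 50 nM final. Beforehand, enzyme (10 nM Pol kappa) stood 15 min with compound at room temperature; buffer-only wells were negative controls.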
Pol beta inh = blocks human DNA polymerase beta activity | P06746 | Pol beta primer extension/strand displacement, fluorescence kinetic | Potency, µM (top dose mostly 114 µM), for inactives: at the highest dose activity change, negative = inhibition, usual class: inhibitors | 1.3% of 340,000 active | AID 485314; note: potency is the fitted concentration of half-maximal effect; % is set by controls: 0 for no effect and ±100 for the full control effect
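Enzyme-only controls used 10 nM Pol beta; buffer lacking enzyme served as negative control. Compound preincubated 15 min, then 50 nM substrate added; 0 and 10 min reads at room temperature.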
Pol iota inh = inhibitors of human DNA polymerase iota | Q9UNA4 | 1% of 390,000 active | Potency, µM (doses to about 115 µM), for inactives: at the top dose activity, negative = inhibition, usual class: inhibitors | Pol iota fluorescent replication assay, 10 min; note: potency is the fitted concentration of half-maximal effect
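Fluorescent replication assay read twice, at 0 min and 10 min after adding 50 nM (final) substrate. Enzyme (10 nM) and compounds were first incubated 15 min at room temperature; enzyme-free buffer wells were negative controls.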
Glioma ERSR ind = ER stress response induction in glioma | U87-MG GRP78 promoter luciferase reporter, 16 h | Potency, µM, inactives show top-dose activation, actives largely listed as activators | 0.02% of 420,000 active | AID 602332; note: potency is the fitted concentration of half-maximal effect; series mostly up to about 76 µM; % of control where 0% means no effect; nearly all actives have a fitted effect of over 35% in size
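Stably transfected U87-MG human glioma cells carrying a GRP78-based luminescent sensor were seeded at 1000 cells/well, pin-dosed with compounds and incubated 16 h. Luciferase reagent was then added, and end-point luminescence was read after 10 min at room temperature.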
LDHA inh = blocks human lactate dehydrogenase A. purified LDHA, NADH/diaphorase-resazurin fluorescence; active compounds read low. activity change, % (values are at about 110 or 230 µM). 0.15% of 480,000 active. AID 1347041; in the data active = activity change below about -30%; inconclusive = mostly about -25% to -30%;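 note: plate controls were DMSO wells for no effect and wells without enzyme for full effect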
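LDH5 2 nM; NADH 0.06 mM, pyruvate 0.2 mM; 200 mM Tris pH 7.4, EDTA, Tween-20; 5 min RT. Detection: diaphorase 0.133 mg/mL + resazurin 37 µM, fluorescence ex540/em590 at 0 and 20 min; normalized to enzyme-free and DMSO wells.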
Apoferritin bind = candidate novel general anesthetic via apoferritin binding; P02791; apoferritin/1-aminoanthracene competitive binding, fluorescence; Potency, µM (series often up to 77.5 µM), inactives show at the highest dose activity change, negative = displacement, hits mostly inhibitors; 0.074% of 350,000 active; note: potency is the fitted concentration of half-maximal effect; % is set by controls: 0 for no effect and ±100 for the full control effect; nearly all actives have a fitted effect of over 20% in size
Target sequence (P02791 2-175 limits assumed): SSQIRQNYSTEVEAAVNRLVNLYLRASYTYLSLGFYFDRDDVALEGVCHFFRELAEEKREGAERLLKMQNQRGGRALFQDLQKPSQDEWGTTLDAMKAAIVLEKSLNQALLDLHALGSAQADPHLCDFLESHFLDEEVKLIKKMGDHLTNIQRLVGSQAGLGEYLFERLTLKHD
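Apoferritin-based anesthetic binding model; compound displacement of fluorescent 1-AMA measured as endpoint fluorescence after 10 minutes at room temperature, scaled to free-ligand and complex controls.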
* marks the source's active call; other numbers are inactive results; & = joins results of further samples; [ ] = another dose, or the depositor's remark. Unless noted, calls come from the whole dose curve; as a rule, active = well fitted curve in the direction sought with a large enough effect; inconclusive = small, poorly fitted or top-dose-only effect, or another doubt; inactive = no such curve, though single readings can be large; an effect the other way counts as inactive or inconclusive. This is a subset. The share of hits here may be higher or lower than overall.

What do the screens show for `Cc1ccc(NCN2C(=O)C3CC=CCC3C2=O)cc1` (centres undefined)?
APEX1 inh: -1%; BLM helicase inh: -1%; POLH inh: -8%; Pol kappa inh: -4%; Pol beta inh: -11%; Pol iota inh: 4%; Glioma ERSR ind: -1%; LDHA inh: -1; Apoferritin bind: 4%

What do the screens show for `CC(Cc1cccnc1)NC(=O)CCc1nnc(-c2ccccc2)o1` (centres undefined)?
APEX1 inh: 1%; BLM helicase inh: -5%; POLH inh: -26%; Pol kappa inh: -3%; Pol beta inh: inconclusive; Pol iota inh: 121%[activator]; Glioma ERSR ind: 5%; LDHA inh: -7; Apoferritin bind: -5%

How did C=C(C)c1cccc(C(C)(C)NC(=O)Nc2ccc(C)cn2)c1 do in these assays?
APEX1 inh: 1%; BLM helicase inh: -7%; POLH inh: -11%; Pol kappa inh: -7%; Pol beta inh: 3%; Pol iota inh: 7%; Glioma ERSR ind: -3%; LDHA inh: 1; Apoferritin bind: -18%

How did Cn1c(N)cc(=O)[nH]c1=S do in these assays?
POLH inh: -19%; Pol kappa inh: 2%; Pol iota inh: 25%; Glioma ERSR ind: -1%; LDHA inh: -1

Results for COCC(=O)Nc1ccc([N+](=O)[O-])cc1C ?
APEX1 inh: -2%; BLM helicase inh: 2%; POLH inh: -18%; Pol kappa inh: -1%; Pol beta inh: 27%; Pol iota inh: 19%; Glioma ERSR ind: -3%; LDHA inh: -8; Apoferritin bind: -6%

What do the screens show for `CCOC(=O)C1(CCOc2ccccc2)CCN(Cc2nccn2CC)CC1`?
APEX1 inh: -1%; BLM helicase inh: -3%; POLH inh: -8%; Pol kappa inh: -11%; Pol beta inh: -10%; Pol iota inh: 10%; Glioma ERSR ind: -4%; LDHA inh: 1; Apoferritin bind: -6%

What do the screens show for `O=Cc1c2[nH]c3ccccc3c2cc2[nH]c3ccccc3c12`?
APEX1 inh: -2%&1%&6%&-1%; BLM helicase inh: -11%; Pol kappa inh: 0%&5%&-2%[19.4 µM]; Glioma ERSR ind: -8%&-6%&-8%; Apoferritin bind: 1%&1%&-7%

What do the screens show for `Cc1nc(-c2ccccn2)sc1C(=O)Nc1ccc(F)cc1`?
APEX1 inh: 10%; BLM helicase inh: -5%; POLH inh: -21%; Pol kappa inh: -20%; Pol beta inh: 26%; Pol iota inh: -10%; Glioma ERSR ind: 11%; LDHA inh: -2; Apoferritin bind: -12%

What do the screens show for `CC(=O)c1ccc(NC(=O)COC(=O)C2CCN(S(=O)(=O)c3cccs3)CC2)cc1`?
APEX1 inh: -3%; POLH inh: -21%; Pol kappa inh: -6%; Pol iota inh: -18%; Glioma ERSR ind: -5%; LDHA inh: 1

What do the screens show for `COc1ccc(CN2CCNC(=O)C2CC(=O)NCCC2=CCCCC2)c(F)c1` (centres undefined)?
APEX1 inh: 35%; BLM helicase inh: -7%; POLH inh: -13%; Pol kappa inh: -10%; Pol beta inh: -18%; Pol iota inh: 14%; Glioma ERSR ind: -5%; LDHA inh: 1; Apoferritin bind: -6%

What do the screens show for `CCOC(=O)OCC1OC(CCc2ccccc2)CCC1Oc1ccc(OC)cc1` (centres undefined)?
APEX1 inh: inconclusive; BLM helicase inh: -3%[12.4 µM]; Glioma ERSR ind: -6%; Apoferritin bind: -6%[15.3 µM]

What do the screens show for `Oc1ccc(/C=N/NC(=S)Nc2cccnc2)c(O)c1O`?
APEX1 inh: 0.79µM*; BLM helicase inh: -20%; POLH inh: inconclusive; Pol kappa inh: 2.2µM*; Pol beta inh: inconclusive; Pol iota inh: inconclusive; Glioma ERSR ind: -1%; LDHA inh: 51; Apoferritin bind: -12%

How did COc1ccccc1NC(=O)CCSc1nc(C)cs1 do in these assays?
APEX1 inh: -3%; BLM helicase inh: 0%; POLH inh: -2%; Pol kappa inh: -6%; Pol beta inh: inconclusive; Pol iota inh: 16%; Glioma ERSR ind: 2%; LDHA inh: -3; Apoferritin bind: -7%

How did CC(=O)c1ccc(NC(=O)c2sc(-n3nc(C)c(Cc4ccc5c(c4)OCO5)c3C)nc2C)cc1 do in these assays?
BLM helicase inh: -7%; POLH inh: 18%; Pol kappa inh: 6%; Pol beta inh: 8%; Pol iota inh: -22%; Glioma ERSR ind: -2%; LDHA inh: -2; Apoferritin bind: -4%

What do the screens show for `CCOC(=O)C1=C(COC(=O)/C=C/c2cccc(Br)c2)NC(=O)NC1C` (centres undefined)?
APEX1 inh: 11%; POLH inh: inconclusive; Pol kappa inh: -15%; Pol iota inh: 17%; Glioma ERSR ind: -4%; LDHA inh: -8

Results for Nc1cc2c(cc1C(=O)c1cccc(Br)c1)OCCO2 ?
APEX1 inh: 0%; BLM helicase inh: -9%; POLH inh: -22%; Pol kappa inh: -12%; Pol beta inh: 1%; Pol iota inh: 63%[activator]; Glioma ERSR ind: -2%; LDHA inh: -5; Apoferritin bind: inconclusive

How did COC(=O)c1cc(C(=O)OC)cc(-n2c(C)cc(C=O)c2C)c1 do in these assays?
APEX1 inh: -3%; BLM helicase inh: 0%; POLH inh: -20%; Pol kappa inh: -7%; Pol beta inh: 7%; Pol iota inh: 65%[activator]; Glioma ERSR ind: -3%; LDHA inh: -9; Apoferritin bind: 0%

Results for CC1CC1C(=O)OCC(=O)N(C)CC(=O)Nc1ccc(F)cc1 (centres undefined) ?
APEX1 inh: 47%; POLH inh: -12%; Pol kappa inh: -9%; Pol iota inh: 2%; Glioma ERSR ind: -2%; LDHA inh: -6

How did NS(=O)(=O)c1ccc(CCNC(=S)Nc2ccc(F)cc2)cc1 do in these assays?
APEX1 inh: -2%; BLM helicase inh: -3%; POLH inh: 6%; Pol kappa inh: 2%; Pol beta inh: 0%; Pol iota inh: 19%; Glioma ERSR ind: -4%; LDHA inh: -12; Apoferritin bind: -3%

Results for CC(NC(=O)COC(=O)c1ccccc1O)C1CC2CCC1C2 (centres undefined) ?
APEX1 inh: 6%; POLH inh: -17%; Pol kappa inh: -6%; Pol iota inh: -2%; Glioma ERSR ind: -3%; LDHA inh: -4

What do the screens show for `CC1(C)Cc2nc3sc(C(=O)NCCO)c(N)c3cc2CO1`?
APEX1 inh: 14%; BLM helicase inh: -2%; POLH inh: -5%; Pol kappa inh: 6%; Pol beta inh: -4%; Pol iota inh: 25%; Glioma ERSR ind: 3%; LDHA inh: 4; Apoferritin bind: 6%

What do the screens show for `Cc1ccc(NC(=O)CC2SC3=NCCCN3C2=O)c(C)c1` (centres undefined)?
APEX1 inh: 0%; BLM helicase inh: -4%; POLH inh: -20%; Pol kappa inh: -12%; Pol beta inh: 9%; Pol iota inh: -10%; Glioma ERSR ind: -10%; LDHA inh: -2; Apoferritin bind: -5%

Results for CC(=O)Nc1nc2ccccc2n1Cc1ccccc1 ?
APEX1 inh: 0%; BLM helicase inh: 2%; POLH inh: -5%; Pol kappa inh: -5%; Pol beta inh: -2%; Pol iota inh: -6%; Glioma ERSR ind: -1%; LDHA inh: 0; Apoferritin bind: -10%

How did CC[C@H](C)[C@H](N)C(=O)N[C@@H](CC(N)=O)C(=O)N1CCC[C@H]1C(=O)N[C@H](C(=O)N[C@@H](Cc1ccc(O)cc1)C(=O)N[C@@H](CCCN=C(N)N)C(=O)N[C@@H](CC(C)C)C(=O)N[C@@H](CCCN=C(N)N)C(=O)N[C@@H](Cc1ccc(O)cc1)C(N)=O)[C@@H](C)CC do in these assays?
APEX1 inh: -2%; BLM helicase inh: 1%; Pol kappa inh: 17%[60.1 µM]; Glioma ERSR ind: -6%; Apoferritin bind: -1%

Results for Cc1c(CNCCc2ccccc2)c(C(=O)O)c(C)n1-c1ccccc1 ?
APEX1 inh: -14%; BLM helicase inh: -4%; POLH inh: -10%; Pol kappa inh: 8%; Pol beta inh: 25%; Pol iota inh: 26%; Glioma ERSR ind: -5%; LDHA inh: 0; Apoferritin bind: -9%

Results for O=C(CN1C(=O)NC2(CCCCC2)C1=O)Nc1cccc2ncccc12 ?
APEX1 inh: 7%; POLH inh: -1%; Pol kappa inh: -2%; Pol iota inh: 20%; Glioma ERSR ind: -4%; LDHA inh: 0

Results for O=C(NC1CC1)c1cccc(Oc2ccccc2)c1 ?
APEX1 inh: 3%; BLM helicase inh: -7%; POLH inh: 8%; Pol kappa inh: -10%; Pol beta inh: 2%; Pol iota inh: 68%[activator]; Glioma ERSR ind: -4%; LDHA inh: -4; Apoferritin bind: -8%

Results for Cc1c(NC(=O)c2ccc(N(C)S(=O)(=O)c3ccccc3)cc2)c(=O)n(-c2ccccc2)n1C ?
APEX1 inh: -5%; BLM helicase inh: 0%; POLH inh: 7%; Pol kappa inh: 9%; Pol beta inh: 3%; Pol iota inh: 67%[activator]; Glioma ERSR ind: -3%; LDHA inh: -7; Apoferritin bind: -12%

How did COc1cccc(C2/C(=C(\O)c3ccc4c(c3)OCO4)C(=O)C(=O)N2CCN(C)C)c1OC (centres undefined) do in these assays?
APEX1 inh: -5%; BLM helicase inh: -7%; POLH inh: -1%; Pol kappa inh: -10%; Pol beta inh: 5%; Pol iota inh: 0%; Glioma ERSR ind: -9%; LDHA inh: -4; Apoferritin bind: -8%

What do the screens show for `C/C=C/Cn1c(SCc2ccc(Cl)cc2)nc2c1c(=O)[nH]c(=O)n2C`?
APEX1 inh: -2%; BLM helicase inh: -1%; POLH inh: inconclusive; Pol kappa inh: -4%; Pol beta inh: 13%; Pol iota inh: 10%; Glioma ERSR ind: 2%; LDHA inh: -9&-6; Apoferritin bind: -21%

Results for Cc1cc(OC(C)C(=O)NCCN2CCOCC2)c2c(C)c(C)c(=O)oc2c1 (centres undefined) ?
APEX1 inh: -8%; BLM helicase inh: 3%; POLH inh: 4%; Pol kappa inh: -3%; Pol beta inh: 63%; Pol iota inh: 15%; Glioma ERSR ind: -4%; LDHA inh: -6; Apoferritin bind: -5%

Compound activity (PubChem)
